STAT3 blocker: IL-6 driven STAT3 reporter inhibitors, primary screen, U3A cells, luciferase, luminescence, MLSCN library; inhibition, % at 5.5 µM; AID 862, 2007; 190,000 tested, 0.89% active; IL-6 STAT3-luciferase reporter; host cell line lacks STAT1;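 active means inhibition above the mean inhibition across all screened compounds plus 3 SD, cut at about 44% in these data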;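 further: 0% = DMSO only wells and 100% = 100 µM nifuroxazide control wells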
PPARg SRC1 recr: PPARgamma agonists recruiting SRC-1 coactivator, primary screen, biochemical. 200,000 tested, 0.41% active. activation, % at 8 µM. AID 631, 2007. Peroxisome proliferator-activated receptor gamma (Homo sapiens), P37231. PPARgamma-SRC-1 coactivator recruitment biochemical assay; in the data active means activation above about 19%;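 further: 0% = DMSO and 100% = reference agonist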
ROMK mod: ROMK potassium channel modulators, primary screen, cell-based, thallium flux, MLSMR library. 130,000 tested, 2% active. ATP-sensitive inward rectifier potassium channel 1 (Homo sapiens), P48048. Tet-inducible ROMK, thallium flux fluorescence; actives lie on both sides. B-score at 10 µM. AID 1918, 2009;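 active means signal ratio slope over the read window, or its plate-corrected B-score, at least 3 SD from the plate mean, either direction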;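 further: B-score of the F/F0 ratio slope over 7 to 12 s after thallium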
TR-FRET SRC-2 ct: TR-FRET signal artefacts, primary screen, artefact control for PPARgamma SRC-2 agonist project, biochemical. 200,000 tested, 0.4% active. TR-FRET artefact counter-screen; hits give high values. TR-FRET ratio at 8 µM; in the data active means TR-FRET ratio above about 2000; further: inactives centre near 1500
PPARg SRC3 recr: PPARgamma agonists recruiting SRC-3 coactivator, primary screen, biochemical; 200,000 tested, 0.26% active; activation, % at 8 µM; biochemical PPARgamma/SRC-3 coactivator recruitment assay; Peroxisome proliferator-activated receptor gamma (Homo sapiens), P37231; in the data active means activation above about 23%;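 further: 0% = DMSO and 100% = reference agonist; some compounds past the cut are filed as inactive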
PPARg SRC-2 ag: agonists of PPARg-SRC-2 recruitment, primary screen, biochemical, HTS; AID 1032, 2008; activation, % at 8 µM; PPARgamma LBD-SRC-2 recruitment; 200,000 tested, 0.34% active; Peroxisome proliferator-activated receptor gamma (Homo sapiens), P37231; in the data active means activation above about 22%;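 further: 0% = vehicle and 100% = reference agonist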
RAM inhibit: inhibitors of the yeast RAM network, primary screen, dse1pr::URA3 reporter, 5-FOA selection; S. cerevisiae dse1pr::URA3 reporter, 5-FOA growth OD615, 2 d; analog-sensitive cbk1-as2 kinase mutant strain; inhibition, % at 50 µM; 190,000 tested, 1.8% active;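 active means inhibition above a set limit, 3 SD over mean compound inhibition, cut at about 8.4% in these data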;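 further: 0% = DMSO-only wells with no growth and 100% = 10 µM 1-NA-PP1 full growth; inhibition rescues growth on 5-FOA so higher OD means more RAM inhibition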
S1P3 antag: S1P3 receptor antagonists, primary screen, cell-based; Sphingosine 1-phosphate receptor 3 (Homo sapiens), Q99500; CHO S1P3 NFAT-BLA reporter, FRET fluorescence, antagonist mode; inhibition, % at 4.98 µM; 170,000 tested, 0.27% active;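 active means inhibition above the plate cutoff, the mean inhibition of test wells on that plate plus 3 SD, cut at about 28% in these data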;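 further: cells challenged with S1P at its EC80 of 0.8 µM; blue over green emission ratio from cleaved BLA substrate after 4 h stimulation; 0% = S1P-stimulated wells and 100% = unstimulated DMSO-only wells; some compounds past the cut are filed as inactive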
STAT3 act: IL-6 driven STAT3 reporter potentiators, primary screen, U3A cells, luciferase, luminescence, MLSCN library | 190,000 tested, 0.91% active | IL-6 STAT3-luciferase reporter; 100% = signal with IL-6 EC80 alone | AID 871, 2007 | activation (% of control), % at 5.6 µM;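 active means activation above the screen-wide mean of compound activation plus 3 SD, cut at about 130% in these data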;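 further: 0% = background luminescence of wells with medium and substrate only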
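Test system: STAT3-luciferase reporter U3A cells; Detection: reporter luminescence signal; Times: 1 h compound pre-exposure, 6 h IL-6 stimulation, 37 °C; Benchmarks: IL-6-only high control; Also added: IL-6 stimulus at 33 ng/mL final.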
TLR4 MyD88 comp: inhibitors of TLR4-MyD88 association in cells, primary screen, cell-based, HeLa CL3-4, BLA complementation, FRET ratio. inhibition, % at 8.4 µM. 200,000 tested, 0.18% active. AID 861, 2007. HeLa CL3-4 TLR4/MyD88 BLA complementation; in the data active means inhibition above about 25%;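 further: 0% = vehicle and 100% = reference inhibitor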
Target sequence (O00206 whole entry, looked up): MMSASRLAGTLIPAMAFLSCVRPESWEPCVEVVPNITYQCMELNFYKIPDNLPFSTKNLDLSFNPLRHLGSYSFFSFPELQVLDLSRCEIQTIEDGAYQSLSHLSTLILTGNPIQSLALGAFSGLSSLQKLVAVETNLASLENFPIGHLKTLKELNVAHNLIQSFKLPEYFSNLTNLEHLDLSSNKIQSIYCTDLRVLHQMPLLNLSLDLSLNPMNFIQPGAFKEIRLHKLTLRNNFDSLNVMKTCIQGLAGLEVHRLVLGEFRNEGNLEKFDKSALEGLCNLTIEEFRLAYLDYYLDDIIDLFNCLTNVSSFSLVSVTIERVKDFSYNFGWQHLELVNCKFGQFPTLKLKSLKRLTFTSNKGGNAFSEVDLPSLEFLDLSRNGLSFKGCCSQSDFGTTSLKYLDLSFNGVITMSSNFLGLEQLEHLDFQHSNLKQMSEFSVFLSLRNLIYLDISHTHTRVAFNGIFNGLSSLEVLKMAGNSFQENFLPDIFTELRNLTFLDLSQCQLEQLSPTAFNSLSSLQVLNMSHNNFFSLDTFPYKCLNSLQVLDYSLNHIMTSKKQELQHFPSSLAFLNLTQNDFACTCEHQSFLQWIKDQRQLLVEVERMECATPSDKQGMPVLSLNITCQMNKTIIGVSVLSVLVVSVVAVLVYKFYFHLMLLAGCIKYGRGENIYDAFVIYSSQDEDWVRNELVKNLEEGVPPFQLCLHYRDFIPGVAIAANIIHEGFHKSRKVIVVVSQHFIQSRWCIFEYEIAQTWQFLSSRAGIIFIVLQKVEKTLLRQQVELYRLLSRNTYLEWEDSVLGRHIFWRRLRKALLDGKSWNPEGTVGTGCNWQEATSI
Target sequence (Q99836 whole entry, looked up): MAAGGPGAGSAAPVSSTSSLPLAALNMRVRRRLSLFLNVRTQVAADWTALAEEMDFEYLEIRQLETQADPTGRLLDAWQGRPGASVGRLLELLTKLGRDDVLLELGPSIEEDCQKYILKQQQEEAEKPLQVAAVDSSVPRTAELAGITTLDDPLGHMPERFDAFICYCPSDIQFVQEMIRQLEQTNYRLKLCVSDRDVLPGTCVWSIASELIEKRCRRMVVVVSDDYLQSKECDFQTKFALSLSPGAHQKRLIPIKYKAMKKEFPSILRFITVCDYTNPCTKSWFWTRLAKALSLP
STAT1 inh: STAT1 signaling inhibitors, primary screen, cell-based, HTS, luciferase reporter; NIH 3T3 STAT1-luciferase reporter, IFN-gamma, luminescence; inhibition, % at 5.5 µM; 200,000 tested, 0.35% active; AID 920, 2007;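 active means inhibition above a set limit, the mean inhibition across all tested compounds plus 3 SD, cut at about 34% in these data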;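 further: 0% = IFN-gamma with DMSO and 100% = IFN-gamma with 300 µM nifuroxazide; values of inactives mirror those of a sister screen read the other way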
Starred values were filed as active, the others as inactive; / = not tested or not shown.

structure | STAT1 inh | PPARg SRC1 recr | STAT3 blocker | S1P3 antag | TLR4 MyD88 comp | PPARg SRC3 recr | ROMK mod | RAM inhibit | STAT3 act | TR-FRET SRC-2 ct | PPARg SRC-2 ag
Cc1cccc(N2CCN(C(=O)c3ccc(Cl)c(S(=O)(=O)NCc4ccco4)c3)CC2)c1C | 14 | 8 | 27 | -48 | 12 | 7 | / | 1.2 | 81 | 1443 | 6
Cc1nc2ccccc2c(=O)n1NC(=O)CCC(=O)O | 5 | -3 | 0 | -12 | 5 | 0 | 0.69 | 0.8 | 108 | 1607 | 1
CN(C)C=NC(=O)c1ccc([N+](=O)[O-])c(CS(=O)(=O)c2ccc(Cl)cc2)c1 | 1 | 1 | 5 | / | 6 | -4 | / | 2.5 | 101 | 1386 | -3
COc1ccccc1/C=N/N1C(=O)C2C3C=CC(CC3)C2C1=O (stereo unspecified) | -3 | -4 | -6 | -9 | 7 | -1 | -1.7 | 2.2 | 107 | 1488 | -7
O=C(O)/C(=C\c1cccs1)Sc1nnc(-c2ccc(F)cc2)o1 | -3 | 3 | 13 | 3 | -4 | 12 | 0.99 | 4.3 | 96 | 1525 | 11
CC(=O)Nc1cccc(-c2csc(NCc3ccco3)n2)c1 | -1 | -7 | -2 | -24 | 0 | -2 | / | 0.2 | 106 | 1323 | 5
Cc1nnc(NC(=O)Cn2nc(C)c3ccccc3c2=O)s1 | -15 | 3 | 1 | 0 | -6 | -4 | -0.032 | 1.7 | 101 | 1541 | 2
CC(C)c1ccc(NC(=S)Nc2ccc(OC(F)(F)F)cc2)cc1 | 0 | 2 | 15 | -1 | -21 | 4 | 0.2 | 1.2 | 91 | 1666 | -4
O=C(COC(=O)CN1C(=O)C2CCCCC2C1=O)Nc1cc(S(=O)(=O)N2CCOCC2)ccc1Cl (stereo unspecified) | -5 | -1 | -1 | -18 | -4 | 0 | 0.029 | 1.0 | 102 | 1409 | -4
CCN(CC)S(=O)(=O)c1ccc(N(C)Cc2ccc(C(F)(F)F)cc2)nc1 | 10 | -6 | 5 | / | -13 | -7 | / | 11* | 98 | 1384 | -5
Cc1ccc(N(C(=O)c2cnccn2)C(C(=O)NC2CCCCC2)c2ccc(O)cc2)cc1 (stereo unspecified) | 0 | 3 | 8 | -17 | -4 | 6 | 0.07 | 0.8 | 95 | 1567 | -1
CCOCCCn1c(=NC(C)=O)c(C(=O)OCC)cc2c(=O)n3ccccc3nc21 | -2 | 9 | 22 | -29 | -9 | 8 | / | 1.0 | 85 | 1764 | 8
Cc1ccc(NC(=O)c2ccco2)c(NC(=O)Cc2cccs2)c1 | 6 | 4 | 2 | / | -2 | -2 | 0.28 | 0.7 | 99 | 1719 | 7
Brc1ccc(-c2csc(-c3c[nH]c4ccccc34)n2)cc1 | -26 | 18 | 1 | / | -13 | 9 | / | 5.0 | 108 | 1516 | 3
Cc1sc(NC(=O)C2CCCCC2C(=O)O)c(C(N)=O)c1C (stereo unspecified) | 0 | 12 | 1 | / | 5 | 7 | / | -0.3 | 100 | 1788 | 10
Cc1nnc2n1NC(c1ccc(Cl)cc1)C(C(=O)N(C)C1CCCCC1)S2 (stereo unspecified) | 1 | 5 | 2 | -7 | -10 | 1 | 0.081 | 1.2 | 103 | 1799 | 6
COC(=O)c1c(NC(=O)Cc2cccs2)sc(C(=O)N2CCCCC2)c1C | 12 | 0 | -8 | 27 | -8 | -3 | -1.4 | 10* | 108 | 1588 | -6
Cc1nc(SCC(=O)Nc2ccc(OCc3ccccc3)cc2)n[nH]1 | -27 | 2 | -3 | -1 | -5 | 1 | -0.65 | 6.5 | 114 | 1537 | 4
COc1ccc2cc(/C=N/NC(=O)c3ccc(CN(c4ccc(C)c(C)c4)S(C)(=O)=O)cc3)c(Cl)nc2c1 | 18 | 6 | 6 | -6 | 0 | 3 | 0.33 | 7.4 | 94 | 1626 | 1
CC(=O)NCCc1nc2ccccc2n1Cc1ccccc1 | 1 | 0 | 12 | -4 | -3 | 1 | / | 1.6 | 97 | 1525 | -4
CN(C)C(=O)N1CCCC(C(=O)NCc2ccccc2Cl)C1 (stereo unspecified) | 1 | 12 | 4 | -22 | 8 | 1 | -0.0019 | 2.0 | 100 | 1671 | 6

3 compounds from above with just PPARg SRC1 recr and PPARg SRC3 recr:
Compound	PPARg SRC1 recr	PPARg SRC3 recr
Cc1nc2ccccc2c(=O)n1NC(=O)CCC(=O)O	-3	0
CN(C)C=NC(=O)c1ccc([N+](=O)[O-])c(CS(=O)(=O)c2ccc(Cl)cc2)c1	1	-4
COc1ccccc1/C=N/N1C(=O)C2C3C=CC(CC3)C2C1=O (stereo unspecified)	-4	-1

Looked up by structure from the entries so far:
structure | STAT1 inh | PPARg SRC1 recr | STAT3 blocker | S1P3 antag | TLR4 MyD88 comp | PPARg SRC3 recr | ROMK mod | RAM inhibit | STAT3 act | TR-FRET SRC-2 ct | PPARg SRC-2 ag
Cc1ccc(N(C(=O)c2cnccn2)C(C(=O)NC2CCCCC2)c2ccc(O)cc2)cc1 (stereo unspecified) | 0 | 3 | 8 | -17 | -4 | 6 | 0.07 | 0.8 | 95 | 1567 | -1
COC(=O)c1c(NC(=O)Cc2cccs2)sc(C(=O)N2CCCCC2)c1C | 12 | 0 | -8 | 27 | -8 | -3 | -1.4 | 10* | 108 | 1588 | -6
O=C(COC(=O)CN1C(=O)C2CCCCC2C1=O)Nc1cc(S(=O)(=O)N2CCOCC2)ccc1Cl (stereo unspecified) | -5 | -1 | -1 | -18 | -4 | 0 | 0.029 | 1.0 | 102 | 1409 | -4
CC(=O)Nc1cccc(-c2csc(NCc3ccco3)n2)c1 | -1 | -7 | -2 | -24 | 0 | -2 | / | 0.2 | 106 | 1323 | 5
Brc1ccc(-c2csc(-c3c[nH]c4ccccc34)n2)cc1 | -26 | 18 | 1 | / | -13 | 9 | / | 5.0 | 108 | 1516 | 3
COc1ccccc1/C=N/N1C(=O)C2C3C=CC(CC3)C2C1=O (stereo unspecified) | -3 | -4 | -6 | -9 | 7 | -1 | -1.7 | 2.2 | 107 | 1488 | -7
CN(C)C(=O)N1CCCC(C(=O)NCc2ccccc2Cl)C1 (stereo unspecified) | 1 | 12 | 4 | -22 | 8 | 1 | -0.0019 | 2.0 | 100 | 1671 | 6

No enrichment for hits; any-hit rate near 5.6%.
